p97 inhibitor = blocks human p97 ATPase activity; P55072; recombinant p97 ATPase, Kinase-Glo ATP luminescence, 3 h; inhibition, % at 8 µM; actives 0.42% (n = 220,000); AID 1481; in the data active means inhibition above about 15%;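 further: 0% = DMSO vehicle and 100% = wells lacking enzyme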
Mdm2 ligase inh = blocks human Mdm2 ubiquitin ligase activity; Q00987; cell-based MDM2 ubiquitination luciferase reporter, 2 h; 0 = plate control, 100 = twice control, blank-subtracted; signal enhancement, % at 5 µM; actives 0.11% (n = 210,000);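 active means signal enhancement of 30% or more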;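 further: luminescence tracks abundance of the self-degrading MDM2-luciferase fusion protein; higher signal means inhibition of MDM2 E3 ligase activity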
Target sequence (Q00987 whole entry, looked up, the tested form may be a part): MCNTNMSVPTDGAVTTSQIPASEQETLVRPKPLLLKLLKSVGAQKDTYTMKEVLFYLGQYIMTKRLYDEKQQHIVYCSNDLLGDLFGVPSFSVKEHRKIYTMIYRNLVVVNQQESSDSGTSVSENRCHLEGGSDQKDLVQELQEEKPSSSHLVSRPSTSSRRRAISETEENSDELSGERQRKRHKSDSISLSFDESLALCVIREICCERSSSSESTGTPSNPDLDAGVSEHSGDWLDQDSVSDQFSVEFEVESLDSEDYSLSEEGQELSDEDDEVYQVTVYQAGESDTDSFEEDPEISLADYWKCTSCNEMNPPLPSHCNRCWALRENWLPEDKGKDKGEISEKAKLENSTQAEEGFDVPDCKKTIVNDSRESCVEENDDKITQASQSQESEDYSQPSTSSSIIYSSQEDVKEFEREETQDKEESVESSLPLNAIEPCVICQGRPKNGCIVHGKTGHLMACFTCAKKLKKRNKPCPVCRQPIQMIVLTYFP
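test system = mammalian cells stably expressing self-ubiquitinating, self-degrading MDM2 E3–luciferase fusion | quantity = 2000 cells/well | incubation = cell settling 4 h, compound treatment 2 h, both 37 °C | signal = luminescence with SteadyLite reagent, 15 min at room temperature | evaluation = % enhancement relative to plate controls after blank subtraction | benchmarks = plate controls and plate blanks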
Rad51 HR inh = Rad51 (human) homologous recombination inhibition. Q06609. hRad51 DNA strand exchange, fluorescence dequenching. inhibition, % at 10 µM. actives 0.085% (n = 200,000). AID 1385;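 active means inhibition above 40% at the single screening dose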;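 further: 0% = DMSO control wells and 100% = blanks with heterologous ssDNA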
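material = hRad51 filaments on single-stranded DNA | timing = filaments 15 min 37 °C, then compound 30 min | signal = FRET fluorescence dequenching, excitation 485 nm, emission 520 nm | benchmarks = control wells and blank wells on each plate | evaluation = percent inhibition relative to plate controls and blanks | compound = 10 µM final, single point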
14-3-3 Bad inh = disrupts binding of bovine 14-3-3 zeta to phospho-Bad peptide; TR-FRET 14-3-3zeta/Dy647-pBad peptide displacement, 1 h; actives 0.71% (n = 220,000); P63103; inhibition, % at 21.7 µM;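 active means inhibition above about 70%, limit read from the data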;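 further: 0% = full 14-3-3 plus peptide FRET controls and 100% = background without 14-3-3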
FXIIa inh 1536 = factor XIIa (human) inhibition. P00748. purified FXIIa, Boc-QGR-AMC fluorogenic substrate, 2 h. inhibition, % at 5 µM. actives 0.3% (n = 220,000); in the data active means inhibition above about 40%;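 further: 0% = enzyme with no compound and 100% = blank without enzyme; many of its hits are not listed in these tables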
Wee1 degr inh = blocks degradation of human Wee1 kinase | HeLa Luc-Wee1K328M stability, luciferase luminescence; 100% = proteasome inhibitor MG132 effect | reporter increase, % at 5 µM | actives 1.2% (n = 220,000);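 active means activation above the mean of all tested compounds plus 3 SD, set per screening run, cut at about 8.8% in these data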;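 further: cells exposed to compound for 20 h before luminescence read; 0% = DMSO alone and 100% = MG132 at 30 µM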
Target sequence (P30291 whole entry K328M): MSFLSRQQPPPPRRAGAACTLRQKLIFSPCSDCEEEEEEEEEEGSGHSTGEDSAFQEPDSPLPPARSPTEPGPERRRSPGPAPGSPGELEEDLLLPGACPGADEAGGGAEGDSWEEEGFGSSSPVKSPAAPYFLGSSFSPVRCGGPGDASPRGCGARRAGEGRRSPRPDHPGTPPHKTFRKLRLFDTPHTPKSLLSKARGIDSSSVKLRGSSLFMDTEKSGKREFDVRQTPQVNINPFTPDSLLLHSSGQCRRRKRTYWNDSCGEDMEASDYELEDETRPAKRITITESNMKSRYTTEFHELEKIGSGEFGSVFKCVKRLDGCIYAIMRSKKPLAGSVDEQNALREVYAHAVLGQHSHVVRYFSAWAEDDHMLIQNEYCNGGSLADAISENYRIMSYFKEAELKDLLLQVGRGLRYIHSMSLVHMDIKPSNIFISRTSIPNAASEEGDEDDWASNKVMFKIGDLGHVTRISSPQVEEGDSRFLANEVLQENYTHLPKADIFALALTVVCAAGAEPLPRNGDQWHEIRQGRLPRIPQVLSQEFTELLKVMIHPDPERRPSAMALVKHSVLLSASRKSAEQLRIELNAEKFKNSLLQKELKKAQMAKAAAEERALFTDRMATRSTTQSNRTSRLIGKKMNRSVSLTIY
eIF4E 4G PPI = eIF4E/eIF4G interaction inhibition in translation initiation | P63073+Q04637 | TR-FRET eIF4E-eIF4GI(517-606) binding, 2 h | inhibition, % at 21.7 µM | actives 0.37% (n = 220,000) | AID 782;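 active means inhibition above about 30%, limit read from the data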;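 further: 0% = full FRET control wells and 100% = background wells lacking eIF4GI fragment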
KLK5 inh = inhibitors of human kallikrein 5. recombinant hK5, fluorogenic AMC substrate cleavage. actives 0.59% (n = 210,000). inhibition, % at 5 µM. AID 873;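 active means inhibition of 40% or more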;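 further: 0% = enzyme controls without compound and 100% = no-enzyme blanks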
FXIa inh 1536 = factor XIa (human) inhibition; purified FXIa, Boc-Glu-Ala-Arg-AMC fluorogenic substrate; inhibition, % at 5 µM; actives 0.14% (n = 220,000); AID 798;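 active means inhibition of at least 40%; inactive means inhibition below 40%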;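 further: fluorescence of freed AMC excited at 355 nm; 0% = enzyme without compound and 100% = no enzyme blank; many of its hits are not listed in these tables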
Active calls of the source: *; x = not tested or not shown; [ ] = another dose, or the depositor's remark.

SMILES	p97 inhibitor	Mdm2 ligase inh	Rad51 HR inh	14-3-3 Bad inh	FXIIa inh 1536	Wee1 degr inh	eIF4E 4G PPI	KLK5 inh	FXIa inh 1536
Cc1nnc(NC(=O)Cc2cccs2)s1	3.9	-6.1	0.0	-3.7	16.0	0.8	6.0	-27.6	4.7
COc1ccc(Nc2nc(N3CCCCC3)c3ccccc3n2)cc1	6.9	0.0	-7.2	36.4	5.5	-0.5	9.7	-0.6	-11.4
CCCCCC(C)n1[nH]c(=O)cc1N (stereo not drawn)	-2.7	-22.3	-3.8	-16.2	13.3	-1.8	-9.1	-8.4	5.9
CSc1cccc(NC(=O)COc2cccc3ccccc23)c1	-2.4	-12.8	5.9	4.9	4.2	-1.0	17.4	-0.2	-5.5
O=C(/C=C/c1ccccc1)CC(=O)c1ccccc1O	0.5	-3.1	-34.3	-13.4	6.8	-2.2	1.2	x	1.0
CN(CC(=O)N1CCN(c2ccccc2F)CC1)S(=O)(=O)c1cnc[nH]1	-1.1	-15.2	-3.1	-1.2	-13.8	2.2	1.8[fluorescence artefact?]	-15.2	-3.1
COc1cc2c(cc1OC)C(C(=O)NCc1cccnc1)C(c1cccnc1)N(C)C2=O (stereo not drawn)	-3.7	14.5	-2.1	-0.5	15.0	-1.2	-0.7	0.3	8.6
O=C(NNS(=O)(=O)c1ccccc1[N+](=O)[O-])c1ccncc1	-0.9	-2.2	1.2	-7.0[fluorescence artefact?]	7.1	-0.6	-5.4[fluorescence artefact?]	-12.0	-2.7
O=C(NNc1cccc(Cl)n1)Nc1ccc(F)cc1	0.0	-4.9	4.9	-12.7	x	-0.2	0.3	0.6	-0.7
C[C@@H](C(=O)Nc1ccc2ccccc2c1)[C@H]1C[C@]1(C)[C@H](NP(=O)(c1ccccc1)c1ccccc1)c1ccccc1	-0.8	x	-3.8	4.9[fluorescence artefact?]	2.8	-1.2	-2.3[fluorescence artefact?]	-5.5	-3.8
CCOC(=O)c1cc([N+](=O)[O-])sc1NC(=O)c1ccc(S(=O)(=O)N2CC3(C)CC2CC(C)(C)C3)cc1 (stereo not drawn)	7.8	x	x	-0.1	12.2	4.3	1.7	-19.5	8.2
COc1ccc(NC(=O)/C(C#N)=C\c2cc(C)n(-c3ccc(Oc4ccc([N+](=O)[O-])cn4)cc3)c2C)cc1	-4.3	-14.0	7.2	-4.3[fluorescence artefact?]	-7.8	-0.9	-1.0[fluorescence artefact?]	12.9	-24.1
CCn1c(SCC(=O)OC(C)C)nnc1-c1ccccc1	4.2	-12.7	11.3	-7.0	5.1	3.0	-1.9	-6.0	-4.4
Cc1nc(CN2CCCC2=NC#N)n(-c2ccccc2)n1	1.3	-7.3	7.8	61.5	4.7	0.4	1.6[fluorescence artefact?]	2.9	-0.1
O=C(CC(NC(=O)c1ccccc1)c1ccccc1)Nc1ccc(F)c(F)c1 (stereo not drawn)	-0.4	-6.7	-8.1	-1.2	5.2	-2.2	-1.6	11.1	-2.0
Cc1ccc(C(=O)N/C(=C\c2ccc(-c3ccc(Br)cc3)o2)C(=O)NCCCN(C)C)cc1	-4.9	-16.7	-255.5	-11.5	-0.9	-1.6	2.4	8.6	-2.2
CCc1c(C)nc(N)n2c(SCC(=O)Nc3ccccc3)nnc12	-3.2	-38.1	1.7	8.9	7.8	-2.4	3.5	-10.8	0.4
Cc1cc(C)n(-c2nc(C(F)(F)F)nc3ccccc23)n1	1.4	-9.4	10.7	-6.1	-6.6	1.3	-3.5	-21.9	-3.0
Cc1cccc(OCCCC(=O)Nc2ccc(S(=O)(=O)Nc3onc(C)c3C)cc2)c1	1.0	-8.1	-0.5	2.5[fluorescence artefact?]	18.3	7.7	3.7[fluorescence artefact?]	8.8	10.7
Cc1cc(NC(=O)CCSc2ccc(Cl)cc2)no1	-1.1	-3.0	-3.9	4.1	8.7	1.4	3.3	2.4	-0.8
Cc1cccc(/C(N)=N/OC(=O)Cc2cccs2)c1	-6.8	-25.5	-0.9	-11.0	19.9	0.8	-4.6	28.4	1.1
CCCCNC(=O)Nc1ccccc1C(=O)NCc1ccco1	4.4	-7.2	12.4	-1.0	8.4	2.3	-0.3	-27.9	4.4
COc1ccc(S(=O)(=O)NCc2ccco2)cc1N(C)S(=O)(=O)c1ccccc1	2.0	-6.5	x	-5.2	10.1	5.3	-2.1	-32.7	-0.8
O=C(NNC(=O)C1CCN(Cc2cccc(F)c2)CC1)c1cccs1	-1.0	-2.0	-4.8	3.4	-4.0	-1.9	1.1	-26.3	-4.2
CC(C)c1ccccc1NC(=O)COC(=O)COc1ccccc1[N+](=O)[O-]	-3.6	-15.1	-7.1	7.0	6.9	3.3	2.9	-2.4	-2.5
NC(=O)c1ccccc1OCC(=O)O	6.6	4.8	-0.5	7.9	-25.4	-1.2	2.0	-1.3	-12.7
CCOC(=O)c1cc2sc(C)cc2n1CC(=O)N1CCN(C(=O)c2ccco2)CC1	4.8	-8.9	1.0	0.1	12.4	-0.8	10.1	-17.0	0.8
COc1ccc(Cl)cc1N(C(=O)Nc1cccc(Cl)c1)C1=NCC(C)S1 (stereo not drawn)	0.2	x	x	-1.7[fluorescence artefact?]	4.8	0.5	2.8	-25.8	2.5
Cc1ccc(S(=O)(=O)N(C)c2ccc(OCC(=O)Nc3nc4ccccc4s3)cc2)cc1	2.8	-8.6	-2.8	-3.1	4.7	-2.8	1.0	-18.2	-1.5
S=c1[nH]nc(-c2n[nH]c3c2CCC3)n1/N=C/C=C/c1ccco1	7.3	-11.4	0.5	0.1	7.8	-1.4	0.9	-5.1	7.0
COCCOC(=O)C1=C(C)NC2=C(C(=O)CCC2)C1c1cc2c(cc1Br)OCO2 (stereo not drawn)	2.3	x	4.9	-7.9	6.6	0.1	4.5	-1.4	0.1
CN(C)S(=O)(=O)c1cccc(C(=O)NCC2CCCO2)c1 (stereo not drawn)	-1.5	-3.3	x	-1.9	13.4	1.6	1.7	-8.8	-4.4
O=C(Nc1cccnc1)c1ccccc1O	5.9	-21.6	-2.5	-6.9	12.4	0.6	6.9	-12.5	16.7
COc1ccc(CNC(=O)C(C)N=C2NS(=O)(=O)c3ccccc32)cc1OC (stereo not drawn)	1.9	-17.8	1.3	4.5	-1.3	-1.6	-2.8	-0.2	-10.7
Cc1ccc(-c2csc3nc[nH]c(=S)c23)cc1	2.5	2.5	2.0	-3.3	2.4	-0.3	-4.2	-62.0	1.4
COc1ccc(S(=O)(=O)Nc2cc(C)ccc2OC)cc1C	-10.7	13.5	12.0	5.2	1.8	-0.4	-1.6	4.2	0.0
Cn1c(Oc2ccc3c(c2)OCO3)nc2c1c(=O)n(Cc1ccccc1)c(=O)n2C	-3.5	-25.8	6.1	0.7	12.4	6.2	-2.9	1.1	8.4
Cc1oc(CC(C)C)c(CN)c1C(=O)O	1.5	-4.8	-4.4	43.4	7.2	-1.0	10.4	19.1	-5.9
CC(Sc1nnc(-c2ccccc2Br)n1-c1cccc(C(F)(F)F)c1)C(N)=O (stereo not drawn)	-1.4	-9.5	1.8	4.6	22.2	-2.7	-1.1	-2.2	16.8
S=C(NCCc1ccccc1)N1CCN(C2CCCCC2)CC1	-5.2	-8.7	-6.2	-3.1	-6.0	2.4	-1.2	-26.2	-9.2
COc1ccc(C(=O)N[C@H](C(=O)Nc2ccc(OC)nc2)C(C)C)cc1	-2.7	-0.2	-6.9	12.2[fluorescence artefact?]	12.5	0.8	0.5	3.1	6.5
COc1ccc(CCNC(=O)CC2Nc3ccccc3NC2=O)cc1OC (stereo not drawn)	2.4	-15.5	-1.9	3.3	-0.3	2.3	-1.2	0.7	-8.2
O=C(c1cccc(C(=O)N2CCN(c3ccccc3F)CC2)c1)N1CCN(c2ccccc2F)CC1	-6.3	-6.0	0.4	-5.6	-6.9	1.7	-0.8	-1.5	-10.2
COc1ccc(-c2nc(-c3cccc(C)c3)nc(Cl)c2C#N)cc1	1.3	9.4	1.9	6.7[fluorescence artefact?]	10.6	2.2	2.8	4.6	-4.7
COc1cc(C(=O)N2CCN(c3ccccc3)CC2)c([N+](=O)[O-])cc1OC	3.7	1.8	3.7	-18.4	7.4	-3.1	4.3	1.4	-0.4
Cc1cc(C(=O)OCC(=O)c2cccs2)c2ccccc2n1	-4.5	-18.0	-2.8	10.9	7.8	-3.3	-0.2	7.7	0.0
Nc1nc(Cl)nc2c1ncn2[C@@H]1O[C@H](CO)[C@@H](O)[C@H]1O	-2.5	x	2.3	-0.9	-0.7	0.5	-3.1	-5.9	-4.4
CC(C)(C)OC(=O)N/N=C/c1cccn1-c1ccc([N+](=O)[O-])cc1	16.3*	-9.9	7.2	-3.7	5.8	-3.3	1.0	-7.2	1.9
Cc1cc(Nc2ccc(F)c(Cl)c2)n2ncnc2n1	1.7	-11.8	0.3	-6.9	22.0	0.5	-4.4	-11.3	17.3
CCOc1ccc(NC(=O)CCN2C(=S)NC(C)(C)CC2C)cc1 (stereo not drawn)	2.5	25.1	-0.7	-16.1	11.8	-1.1	-1.9	3.9	-0.8
Additional compounds
SMILES	p97 inhibitor	Mdm2 ligase inh	Rad51 HR inh	14-3-3 Bad inh	FXIIa inh 1536	Wee1 degr inh	eIF4E 4G PPI	KLK5 inh	FXIa inh 1536
COc1ccc2nc(NC(=O)C3CCCN(S(=O)(=O)c4c(C)noc4C)C3)sc2c1 (stereo not drawn)	1.5	-10.9	-1.9	5.2	3.6	-0.9	4.8	-1.8	-5.1
COc1ccc(C)cc1S(=O)(=O)N(C)CC(=O)NC1CCCCC1	0.2	30.1*	12.7	0.0	-3.4	-1.0	3.3	-1.4	-5.0
Nc1nnc(Sc2ncccc2[N+](=O)[O-])s1	5.3	-11.3	3.2	-6.3	5.8	-2.1	-4.6	-1.5	1.2
COc1cc(/C=N/N=C(/N)c2nonc2N)cc(Br)c1OCc1cccc(C)c1	1.0	8.0	0.6	6.8	8.6	-1.3	3.1	7.8	-19.2
CCn1cc([N+](=O)[O-])c(C(=O)Nc2cc(C)on2)n1	6.6	-1.5	3.2	3.5	20.2	-0.4	0.2	-6.7	7.1
COc1ccccc1C(=O)Nc1nc2cc3c(cc2s1)OCCO3	-2.4	-14.0	2.0	4.8	8.9	0.7	5.0	1.4	1.6
COc1ccc(-c2nnc(SCCc3ccccc3)n2N)cc1	1.1	-9.7	x	-2.4[fluorescence artefact?]	6.3	3.6	-3.7[fluorescence artefact?]	-18.9	-13.1

3 entries from above, field by field:
Structure: Nc1nnc(Sc2ncccc2[N+](=O)[O-])s1
  p97 inhibitor: 5.3 | Mdm2 ligase inh: -11.3 | Rad51 HR inh: 3.2 | 14-3-3 Bad inh: -6.3 | FXIIa inh 1536: 5.8 | Wee1 degr inh: -2.1 | eIF4E 4G PPI: -4.6 | KLK5 inh: -1.5 | FXIa inh 1536: 1.2

Structure: COc1cc(/C=N/N=C(/N)c2nonc2N)cc(Br)c1OCc1cccc(C)c1
  p97 inhibitor: 1.0 | Mdm2 ligase inh: 8.0 | Rad51 HR inh: 0.6 | 14-3-3 Bad inh: 6.8 | FXIIa inh 1536: 8.6 | Wee1 degr inh: -1.3 | eIF4E 4G PPI: 3.1 | KLK5 inh: 7.8 | FXIa inh 1536: -19.2

Structure: CCn1cc([N+](=O)[O-])c(C(=O)Nc2cc(C)on2)n1
  p97 inhibitor: 6.6 | Mdm2 ligase inh: -1.5 | Rad51 HR inh: 3.2 | 14-3-3 Bad inh: 3.5 | FXIIa inh 1536: 20.2 | Wee1 degr inh: -0.4 | eIF4E 4G PPI: 0.2 | KLK5 inh: -6.7 | FXIa inh 1536: 7.1

Rows were taken by chance. Share with any hit: about 3.5%.
